CF NFkB inh: inhibitors of cystic fibrosis induced NF-kB; KKLEB NF-kB-GFP reporter, PAF-induced, GFP fluorescence overnight; inhibition, % at 5 µM; 360,000 tested, 0.86% active;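 active = at least 50% inhibition at 5 µM, scaled per plate between neutral and stimulator controls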;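 note: PAF is a Pseudomonas aeruginosa culture filtrate used as stimulus; plate controls were PAF-stimulated DMSO wells for no effect and unstimulated DMSO wells for full effect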
NR2E3 ag-1: activates human NR2E3 receptor. Q9Y5X4. inhibition of corepressor binding, % at 3.98 µM. CHO-S Gal4-NCOR/VP16-NR2E3 two-hybrid, luciferase. 360,000 tested, 0.35% active. AID 602229;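 active = inhibition above the mean of all tested compounds plus 3 SD, cut at about 70% in these data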;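 note: 0% = DMSO with NR2E3 transfected cells and 100% = cells lacking NR2E3 construct; higher means lower luciferase signal from less NR2E3 corepressor binding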
Target sequence (Q9Y5X4 whole entry, looked up, the tested form may be a part): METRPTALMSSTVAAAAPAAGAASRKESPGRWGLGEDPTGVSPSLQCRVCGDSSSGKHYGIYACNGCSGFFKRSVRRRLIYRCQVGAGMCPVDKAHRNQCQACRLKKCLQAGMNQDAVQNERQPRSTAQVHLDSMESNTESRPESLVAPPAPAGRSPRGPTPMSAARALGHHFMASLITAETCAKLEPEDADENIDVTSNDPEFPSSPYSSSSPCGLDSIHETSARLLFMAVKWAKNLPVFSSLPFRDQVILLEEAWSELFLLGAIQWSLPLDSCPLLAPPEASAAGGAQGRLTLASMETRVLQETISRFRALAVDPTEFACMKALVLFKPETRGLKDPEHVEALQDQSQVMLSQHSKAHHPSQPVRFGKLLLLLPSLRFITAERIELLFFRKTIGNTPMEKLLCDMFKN
Peg3 prom inh: reduces Peg3 promoter-driven luciferase expression in HeLa. 360,000 tested, 1.7% active. HeLa PEG-Prom luciferase reporter, luminescence, overnight. inhibition, % at 20 µM;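 active = inhibition of at least 50% at 20 µM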
LMP1 NFkB inh: reduces LMP1-driven NF-kappaB luciferase signal. inhibition, % at 12.5 µM. LMP1-induced NF-kappaB luciferase reporter cells, luminescence. 350,000 tested, 0.69% active; in the data active = inhibition above about 41%;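 note: 0% = neutral control wells and 100% = reference inhibitor control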
NR2E3 ag-2: agonists of human nuclear receptor NR2E3; AID 2300; 320,000 tested, 0.12% active; GST-NR2E3/biotin-RetCOR TR-FRET, 1536-well; inhibition of corepressor binding, % at 4.78 µM; Q9Y5X4;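 active = percent inhibition above the cutoff of mean plus 3 SD of all tested compounds, set per screening campaign, cut at about 20% in these data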;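 note: 0% = DMSO wells and 100% = biotin wells as full block of FRET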
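Material: NR2E3–RetCOR corepressor complex | Quantity: 1.35 nM GST-tagged NR2E3 final | Schedule: 5 h at 4 °C | Replication: Singlicate compound wells | Reagent: RetCOR corepressor, biotinylated, 7 nM | Controls: Biotin wells as high control, 0.6% DMSO wells as low control | Signal: TR-FRET, Eu(K)-anti-GST donor, streptavidin-D2 acceptor, ex 340, em 617/671 nm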
TRAIL sens C8: caspase-8 TRAIL sensitization. NB7+C8 cells + TRAIL, ATPlite viability luminescence. inhibition (viability loss, TRAIL sensitization), % at 10 µM. 360,000 tested, 1% active. AID 624354;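 active = compounds causing at least 50% loss of cell viability in the single-dose screen, relative to plate controls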
KKLEB tox: CF airway cell cytotoxicity counter-screen; KKLEB CF airway cells viability, ATPlite luminescence, overnight; active compounds read low; cells stimulated with P. aeruginosa culture filtrate; activity change (cytotoxicity), % at 5 µM; 360,000 tested, 0.36% active;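 active = corrected activity change at or below -50% at 5 µM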
TRPM1 prom inh: MITF TRPM1 promoter inhibition in SK-MEL-5 cells | 330,000 tested, 0.83% active | inhibition, % at 12.5 µM | AID 488899 | SK-MEL-5 TRPM1 promoter luciferase, 24 h;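 active = mean inhibition across replicates of 60% or more, whatever share of single replicates reaches that level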; note: values of inactives mirror those of a sister screen read the other way
iPSC survival up: increases survival of single human iPS cells | AID 602274 | 360,000 tested, 0.044% active | hiPSC single-cell survival, ATPlite luminescence; 100% = ROCK inhibitor wells, 0% = DMSO | survival enhancement, % at 20 µM; in the data active = survival enhancement above about 18%;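 note: cells exposed to compounds for 16 hours before the ATP read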
Shn3 3UTR inh: inhibitors of Schnurri-3 3'UTR reporter in osteoblasts | Clone20 osteoblast Shn3 3'UTR firefly luciferase, 24 h | inhibition, % at 12.5 µM | 360,000 tested, 0.52% active | AID 588674;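 active = mean inhibition of at least 75% with every replicate also reaching 75%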;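 note: 0% = median of neutral control wells and 100% = pilot-screen positive control compound; some compounds past the cut are filed as inactive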
HIF-2a inh: blocks HIF-2a reporter activity. 786-0 RCC cells HIF-2a reporter, luciferase luminescence, overnight. inhibition, % at 18.8 µM. 360,000 tested, 0.72% active. AID 624352;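 active = inhibition of the luminescence signal of 40% or more relative to plate controls, in a single-dose primary screen at 18.75 µM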
* = called active by the depositor; x = no result given.

[1] C=CCNC(=O)C1CC1(c1ccc(C)cc1)c1ccc(C)cc1 (configuration not stated)
[2] Cc1cccc(NC2=C(Cl)C(=O)OC2OC(C)C)c1 (configuration not stated)
[3] COc1cccc(-c2nc(NC(C)(C)C)c3ccccc3n2)c1O
[4] Cc1ccc(-c2cc(C(=O)Nc3ccc(S(=O)(=O)Nc4ncccn4)cc3)c3ccccc3n2)cc1
[5] CC(C)C(Nc1ccc(S(=O)(=O)N2CCOCC2)cc1[N+](=O)[O-])C(=O)O (configuration not stated)
[6] CCn1cc(C(=O)NC2CC(C)(C)Cc3c2cnn3-c2cccc(F)c2)cn1 (configuration not stated)
[7] CC(Nc1ccccc1N1CCCCC1)C(=O)N1CCc2ccccc21 (configuration not stated)
[8] Cc1ccc(-c2csc(NCCn3c(-c4ccncc4)nc4ccccc43)n2)cc1
assay / entry | 1 | 2 | 3 | 4 | 5 | 6 | 7 | 8
CF NFkB inh | -6 | 2 | 1 | -16 | -15 | 8 | -6 | 15
NR2E3 ag-1 | -5 | -26 | -21 | -6 | -23 | -30 | -20 | 35
Peg3 prom inh | 7 | 10 | 14 | -34 | 13 | 10 | 16 | 38
LMP1 NFkB inh | -6 | -2 | -12 | 4 | 1 | 3 | 7 | -16
NR2E3 ag-2 | 0 | 2 | 0 | -3 | 1 | -4 | -1 | 5
TRAIL sens C8 | -5 | -3 | 0 | 21 | 2 | -7 | 13 | 14
KKLEB tox | 2 | -11 | -12 | 1 | 8 | 2 | 3 | -14
TRPM1 prom inh | 0 | -1 | 19 | -9 | 4 | 5 | 0 | 29
iPSC survival up | -0.6 | 1.9 | -2.1 | 0.6 | -0.6 | 0.0 | -0.2 | 0.3
Shn3 3UTR inh | 3 | 9 | 18 | 6 | -2 | 13 | 22 | -12
HIF-2a inh | 17 | 3 | 20 | -27 | 9 | -9 | 17 | 6

[9] CC(C)OC(=O)C(C)Oc1ccc(C(=O)NCCc2ccccc2)cc1 (configuration not stated)
[10] COc1ccc(C(=O)Nc2ccccc2C(=O)N/N=C/c2ccc(O)c(OC)c2)cc1
[11] CC(=O)Oc1ccc(Cn2c(C)c(C(=O)NCCC#N)sc2=O)cc1
[12] CC(NC(=O)COc1ccccc1)C1COc2ccccc2O1 (configuration not stated)
[13] CCOC(=O)C1CCCN(C(=O)c2cc3cc(OC)c(OC)cc3[nH]2)C1 (configuration not stated)
[14] CN(C(=O)CSc1ncnc2sccc12)c1c(N)n(Cc2ccccc2)c(=O)[nH]c1=O
[15] C=CCC1NS(=O)(=O)O[C@H](CCCC)[C@@H]1O (some centres not stated)
[16] O=C(O)c1ccc(C2SCC(=O)N2Cc2ccccc2)cc1 (configuration not stated)
assay / entry | 9 | 10 | 11 | 12 | 13 | 14 | 15 | 16
CF NFkB inh | 6 | -16 | -4 | 6 | 2 | 12 | 18 | -4
NR2E3 ag-1 | -4 | 64 | -27 | -11 | -4 | -8 | 2 | 13
Peg3 prom inh | -33 | 84* | 19 | 1 | -4 | 7 | -9 | 9
LMP1 NFkB inh | -3 | 67* | x | -1 | 6 | -5 | 6 | -1
NR2E3 ag-2 | 0 | 1 | x | 4 | x | -3 | 5 | -3
TRAIL sens C8 | 8 | 96* | 6 | 9 | 3 | 8 | -9 | -13
KKLEB tox | 7 | -87* | 0 | -3 | 4 | 0 | -13 | -5
TRPM1 prom inh | -14 | 73* | x | 1 | -1 | 5 | -13 | -4
iPSC survival up | -0.9 | -7.6 | 0.2 | -1.9 | 0.1 | 1.4 | -0.8 | 1.3
Shn3 3UTR inh | -21 | 83 | -6 | -7 | 14 | x | -20 | -13
HIF-2a inh | -19 | 70* | 5 | 11 | 6 | 16 | 10 | 6

Profiles, quoted from the list. Order of screens: CF NFkB inh, NR2E3 ag-1, Peg3 prom inh, LMP1 NFkB inh, NR2E3 ag-2, TRAIL sens C8, KKLEB tox, TRPM1 prom inh, iPSC survival up, Shn3 3UTR inh, HIF-2a inh
Results for `CC(=O)Oc1ccc(Cn2c(C)c(C(=O)NCCC#N)sc2=O)cc1` = -4, -27, 19, x, x, 6, 0, x, 0.2, -6, 5
Results for `O=C(O)c1ccc(C2SCC(=O)N2Cc2ccccc2)cc1` (configuration not stated) = -4, 13, 9, -1, -3, -13, -5, -4, 1.3, -13, 6

Four of the entries above in order of their number in CF NFkB inh, descending:
No.	mol	CF NFkB inh	NR2E3 ag-1	Peg3 prom inh	LMP1 NFkB inh	NR2E3 ag-2	TRPM1 prom inh	Shn3 3UTR inh	HIF-2a inh
14	CN(C(=O)CSc1ncnc2sccc12)c1c(N)n(Cc2ccccc2)c(=O)[nH]c1=O	12	-8	7	-5	-3	5	x	16
12	CC(NC(=O)COc1ccccc1)C1COc2ccccc2O1 (configuration not stated)	6	-11	1	-1	4	1	-7	11
13	CCOC(=O)C1CCCN(C(=O)c2cc3cc(OC)c(OC)cc3[nH]2)C1 (configuration not stated)	2	-4	-4	6	x	-1	14	6
16	O=C(O)c1ccc(C2SCC(=O)N2Cc2ccccc2)cc1 (configuration not stated)	-4	13	9	-1	-3	-4	-13	6

Next part:
[17] CC1=NN(c2ccccc2)C(=O)C1C(=O)c1ccccc1 (configuration not stated)
[18] COc1ccccc1NC(=O)C(=O)/C=C(\O)c1ccccc1
[19] Cc1cc([N+](=O)[O-])nn1CC(=O)NC(C)c1ccccc1 (configuration not stated)
[20] CCOc1ccc2c(c1)c(N=O)c(O)n2C
[21] COc1cc(CCCN2C(N)=NC[C@@H]2c2ccccc2)cc(OC)c1OC
[22] O=C(NC1CCCC1)C(c1cccs1)N(Cc1ccco1)C(=O)Cn1nnc(-c2cccs2)n1 (configuration not stated)
[23] C/C(=N\NC(=O)CCCOc1ccc(Cl)cc1C)c1ccc(C)o1
[24] O=C(Nc1ccc(-n2ccc(C(F)(F)F)n2)cc1)c1cccs1
assay / entry | 17 | 18 | 19 | 20 | 21 | 22 | 23 | 24
CF NFkB inh | 1 | 1 | -10 | 15 | -11 | -8 | -25 | -2
NR2E3 ag-1 | -11 | -31 | 9 | -7 | 25 | 10 | -29 | -106
Peg3 prom inh | 5 | -35 | 0 | 4 | 2 | 24 | -10 | -328
LMP1 NFkB inh | 6 | 0 | 6 | 5 | 1 | 1 | 3 | -3
NR2E3 ag-2 | 1 | -2 | 2 | -4 | 2 | -2 | -2 | -3
TRAIL sens C8 | 25 | 27 | -1 | -11 | 5 | -5 | 7 | 6
KKLEB tox | -1 | -2 | -6 | 8 | 8 | 8 | 7 | -5
TRPM1 prom inh | -7 | -3 | 3 | 7 | -2 | -4 | 13 | -120
iPSC survival up | 2.4 | -0.3 | -0.7 | 5.0 | 0.6 | -0.7 | -2.1 | 0.0
Shn3 3UTR inh | 31 | -22 | -2 | 2 | -13 | 29 | 2 | -104
HIF-2a inh | -7 | -60 | 11 | -2 | 1 | -4 | 8 | -240

[25] COc1ccc(Cl)cc1NC(=O)Nn1cnnc1
[26] CCOC(=O)c1ccc(N2C(=O)CC(Nc3ccc(O)cc3)C2=O)cc1 (configuration not stated)
[27] COCCNC(=O)C1(C)CCN(C(=O)c2cc(C)n(C(C)(C)C)n2)C1 (configuration not stated)
[28] COc1ccccc1/C=C/C=N/n1c(-c2n[nH]c3c2CCC3)n[nH]c1=S
[29] O=C(COC(=O)CC1SC(N2CCCC2)=NC1=O)Nc1ccc(Br)cc1 (configuration not stated)
[30] COc1ccccc1-c1c(C)oc2c(CN3CCN(C)CC3)c(O)ccc2c1=O
[31] N#Cc1ccc(OC(=O)c2cnccn2)cc1
[32] O=C(NCC1CCCO1)C1CC1(c1ccccc1)c1ccccc1 (configuration not stated)
assay / entry | 25 | 26 | 27 | 28 | 29 | 30 | 31 | 32
CF NFkB inh | -9 | 7 | -24 | 25 | -1 | -18 | -8 | 5
NR2E3 ag-1 | 10 | -14 | 11 | 1 | -16 | -9 | -15 | -1
Peg3 prom inh | 4 | 15 | 2 | 32 | 3 | -23 | -6 | 0
LMP1 NFkB inh | 7 | 2 | x | x | -7 | -4 | -10 | 8
NR2E3 ag-2 | -5 | -3 | x | 1 | x | 6 | -3 | 2
TRAIL sens C8 | -16 | 2 | -3 | 18 | 1 | 9 | 4 | -2
KKLEB tox | 6 | 11 | 2 | -8 | 2 | 16 | 1 | -15
TRPM1 prom inh | 14 | -12 | x | x | 10 | 6 | 4 | -9
iPSC survival up | 0.9 | 1.7 | 0.5 | 0.2 | -0.4 | -2.3 | 0.0 | 1.8
Shn3 3UTR inh | 5 | -7 | -9 | -5 | -8 | 45 | 1 | 1
HIF-2a inh | 23 | 0 | 6 | -3 | -6 | 7 | 4 | 20

[33] COc1cccc(NC(=O)CN2CCN(S(=O)(=O)c3ccc(C(C)C)cc3)CC2)c1
[34] C[C@H]1CCCCO[C@H](CN(C)CC2CCCCC2)[C@@H](C)CN([C@@H](C)CO)C(=O)c2cc(NS(=O)(=O)c3ccccc3)ccc2O1
[35] COc1cccc(CC(Cc2nc3ccccc3[nH]2)c2nc3ccccc3[nH]2)c1 (configuration not stated)
[36] Cc1[nH]n(C(N)=S)c(=O)c1N=Nc1ccccc1C(F)(F)F
[37] CS(=O)(=O)c1ccc(C(=O)NNC(=O)c2ccccc2-n2cccc2)cc1
[38] CCN(CCN1CCCC1)C(=O)C1CCC(=O)N(CCCN2CCOCC2)C1 (configuration not stated)
[39] CC(C#N)Sc1ccc(S(=O)(=O)N2CCCCC2)cn1 (configuration not stated)
[40] CCOc1ccc(/C=N/NC(=O)C(C)Sc2ccccn2)cc1OCC (configuration not stated)
[41] COc1ccc(Cn2nnnc2C(c2cc(OC)ccc2OC)N2CCC(C(N)=O)CC2)cc1 (configuration not stated)
[42] Cc1ccn2c(NC(=O)c3ccccc3)c(-c3cccs3)nc2c1
assay / entry | 33 | 34 | 35 | 36 | 37 | 38 | 39 | 40 | 41 | 42
CF NFkB inh | -8 | 11 | -6 | -15 | -6 | -2 | 0 | 11 | 9 | -9
NR2E3 ag-1 | 6 | -7 | -34 | -7 | -27 | -8 | 17 | 11 | -29 | -26
Peg3 prom inh | 13 | 16 | -25 | -12 | 7 | 3 | 3 | 14 | 2 | -18
LMP1 NFkB inh | 2 | 10 | -10 | 1 | -5 | -7 | 1 | -5 | -10 | 5
NR2E3 ag-2 | 2 | x | 4 | -1 | 2 | 1 | -2 | 0 | -1 | -2
TRAIL sens C8 | -1 | 6 | 1 | -9 | -10 | -7 | -14 | -3 | 6 | 16
KKLEB tox | -2 | 6 | -4 | -9 | 5 | 21 | -10 | -4 | -14 | 4
TRPM1 prom inh | -7 | x | -13 | -7 | 1 | 4 | x | 1 | 3 | -10
iPSC survival up | -2.0 | -5.0 | 0.4 | 0.8 | 0.5 | -0.2 | 2.6 | -2.0 | -1.2 | 1.1
Shn3 3UTR inh | -6 | -4 | -14 | -6 | -63 | -4 | 11 | 6 | -12 | -19
HIF-2a inh | 10 | -32 | -63 | -59 | 7 | 11 | 6 | 18 | 15 | -79

Screens: PubChem, several laboratories

An excerpt; the hit share may differ from the screen's.
